# MEP2-GFP yeast – yeast TOR pathway MEP2-GFP modulation; 330,000 tested, 0.51% active; S. cerevisiae MEP2-GFP strain, flow cytometry GFP, 3 h; 100% = DMSO control level; AID 2016; GFP response vs DMSO, % at 10 µM;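 active means GFP response versus DMSO above a set limit, roughly screen mean plus 3 SD, cut at about 180% in these data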;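 further: median GFP fluorescence of the barcode-gated MEP2-GFP cells per well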
# procasp7 counter – activates human procaspase-7, counter-screen for procaspase-3 activators. 330,000 tested, 0.093% active. AID 463210. P55210. activation, % at 8.5 µM. recombinant procaspase-7, Ac-DEVD-pNA absorbance 405 nm; D23A/D198A/D206A triple mutant, cannot self-cleave; scale: DMSO 0, 5 µM enzyme 100;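 active means percent activation above the screen-wide mean plus 3 SD, cut at about 25% in these data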
#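 Assay system – Uncleavable procaspase-7 mutant enzyme · Quantity – 2 µM procaspase-7 mutant as dispensed · Times – 1 h preincubation, 2 h reaction · Dosing – single nominal 8.5 µM compound dose, 0.8% DMSO final · Buffer or medium – Zinc-free 50 mM HEPES buffer, pH 7.4, with NaCl and Triton X-100 · Detection – Epi-absorbance of released pNA at 405 nm, two timepoints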
# EBNA-1 inhibitor – blocks EBNA-1 binding to DNA; inhibition, % at 14.8 µM; 300,000 tested, 0.34% active; AID 1950; EBNA-1 DNA binding, fluorescence polarization; in the data active means inhibition above about 28%
# LAP4-GFP MLPCN – modulators of TOR pathway LAP4-GFP in S. cerevisiae | S. cerevisiae LAP4-GFP multiplex, flow cytometry GFP, 3 h; median GFP as percent of DMSO wells | GFP response vs DMSO, % at 10 µM | 320,000 tested, 0.34% active | AID 2023;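 active means GFP response vs DMSO above a set limit, about the screen mean plus 3 SD, cut at about 150% in these data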
# procasp3 activ – activators of human procaspase-3. recombinant procaspase-3 D3A, Ac-DEVD-pNA absorbance 405 nm. P42574. 330,000 tested, 0.11% active. activation, % at 8.5 µM;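 active means activation above the mean of all tested compounds plus 3 SD, cut at about 21% in these data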;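 further: 0% = DMSO alone and 100% = DMSO wells spiked with extra 5 µM PC-3 D3A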
#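 Assay system – Procaspase-3 D3A mutant · Benchmarks – DMSO low control, extra-enzyme high control · Technique – 405 nm absorbance of p-nitroaniline, reads at 0 and 120 min · Doses – 8.5 µM nominal · Measure – % activation between DMSO and enzyme-spiked controls · Also added – Ac-DEVD-pNA chromogenic peptide substrate · Schedule – 1 h compound preincubation, 2 h substrate hydrolysis at 25 °C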
# RPL19A-GFP yeast – yeast TOR pathway RPL19A-GFP modulation. 330,000 tested, 0.3% active. S. cerevisiae RPL19A-GFP strain, flow cytometry, 3 h; active compounds read low. percent response vs DMSO, % at 10 µM;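 active means percent response vs DMSO below 50%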;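 further: median channel GFP fluorescence of the barcoded RPL19A-GFP strain; ratio of sample median GFP to plate DMSO average so 100% = DMSO; lower means less RPL19A-GFP as with rapamycin TOR inhibition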
# ZTA counter – ZTA (EBV) inhibition in EBNA-1 counter-screen | P03206 | ZTA-DNA binding, fluorescence polarization | inhibition, % at 11 µM | 320,000 tested, 0.15% active; in the data active means inhibition above about 33%
# AHR act – activates the human aryl hydrocarbon receptor; activation, % at 5 µM; 320,000 tested, 2.5% active; AHR-responsive luciferase reporter cells, luminescence; P35869; in the data active means activation above about 47%;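 further: 0% = vehicle wells and 100% = reference agonist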
# * hit, by the source's call; nt = no result given. This is a subset; rates above refer to the full screens.
SMILES,MEP2-GFP yeast,procasp7 counter,EBNA-1 inhibitor,LAP4-GFP MLPCN,procasp3 activ,RPL19A-GFP yeast,ZTA counter,AHR act
CCN(CC)C(=O)c1ccc(NC(=O)c2cccc(S(=O)(=O)N3CCN(C)CC3)c2)cc1,98,4,3,87,4,97,-5,-1
CC(C)CNc1c2c(nc3ccccc13)CCC2,106,15,-11,100,4,102,-9,4
CCOC(=O)C1=C(C)OC(N)=C(C#N)C12C(=O)Nc1ccc(C)cc12 (configuration not stated),110,0,2,101,-7,103,18,0
CC1(C)CN(S(=O)(=O)OCC(Cl)(Cl)Cl)C(=O)N1,92,-2,15,100,2,102,-11,2
COC(=O)C1=C(N)Oc2c(c(=O)oc3ccccc23)[C@]12C(=O)N(C)c1ccccc12,110,7,-3,105,3,97,19,17
O=C1NS(=O)c2cc([N+](=O)[O-])cc([N+](=O)[O-])c21 (configuration not stated),99,-11,-7,102,-17,100,-2,1
CN1C(=O)C(=Cc2coc3ccccc3c2=O)C(=O)N(C)C1=O,98,0,-3,109,1,95,-10,13
COc1cc2c(cc1OC)CC[N+](C)=C2,108,-16,-7,101,-7,100,-22,0
O=C(c1ccccc1F)N1C[C@H]2C[C@@H](C1)c1cccc(=O)n1C2,106,0,1,108,-4,97,-12,0
CC(=O)NN1C(=O)c2ccccc2NC1c1cccnc1 (configuration not stated),108,3,-1,103,-2,99,-13,1
COCCNC(=O)N1[C@H]2CC[C@@H]1C(C(=O)OC)=C(c1cccc(C#N)c1)C2,94,7,nt,100,11,94,0,-1
C=CCN1CC[C@]23c4c5ccc(O)c4O[C@H]2/C(=N/NC(=O)c2ccccc2)CC[C@@]3(O)[C@H]1C5,99,11,12,112,1,109,12,2
O=c1[nH]c(=O)n(Cc2ccc(F)cc2)c(O)c1C=Nc1ccc(Cl)cc1,133,-15,-10,101,5,103,9,1
COc1ccc(C2SCC(=O)Nc3c2c(=O)[nH]n3C2CCCCC2)cc1 (configuration not stated),99,0,1,100,-3,98,-10,-3
COc1cccc(N2C(=O)NC(=O)/C(=C\c3cn(C)c4ccccc34)C2=O)c1,112,-12,3,104,0,105,0,17
COc1ccc2c(c1OC)C(=O)O[C@@H]2[C@H]1c2cc3c(cc2CCN1C)OCO3,107,-1,10,100,-1,99,5,0
CC(C)CCn1c(N)c(C(=O)NCc2cccs2)c2nc3ccccc3nc21,95,-11,5,98,-7,99,4,5
COc1ccc(CN2CCN(Cc3ccccc3)CC2)c(OC)c1,103,-7,2,98,2,100,1,-4
O=C(c1cc2c(s1)-c1ccccc1OC2)N1CCC2(CC1)OCCO2,106,1,-12,104,-4,100,-11,3
CCC(=NCCO)c1c(O)n(C2CCCCC2)c(=O)[nH]c1=O,106,-5,-4,95,-5,95,-3,0
CCCCCCn1c(=O)c(C(=O)Nc2c(C)n(C)n(-c3ccccc3)c2=O)c(O)c2ccccc21,102,-1,-5,111,0,102,10,2
CC(C)Oc1cccc(C(=O)C2CCCN(Cc3ccon3)C2)c1 (configuration not stated),101,4,-20,95,-6,102,-4,3
CCCN(CC#CCO)CCC,101,-1,-12,103,-3,98,-5,5
Cc1ccsc1C(=O)C1CCCN(Cc2cnn(C)c2)C1 (configuration not stated),104,3,3,96,2,100,12,3
CN1CCN(c2nc3ccccc3c(=O)n2-c2ccccc2)CC1,96,0,0,110,5,99,-14,3
O=C(O)C(Cc1cnc[nH]1)NS(=O)(=O)c1ccc(Br)cc1 (configuration not stated),100,2,-12,97,-9,98,7,-2
C[C@]12CCC3C(C1CCC2=O)[C@H](O)C[C@H]1C[C@@H](O)CC[C@]31C (some centres not stated),91,8,nt,88,2,97,nt,0
Cc1ccc2c(c1)C1CN(C)CCC1N2C(=O)Cn1nnc(-c2ccccc2F)n1 (configuration not stated),96,9,-7,97,3,107,0,1
COc1ccc(OC)c(-n2c(O)c(/C=C3\C=Nc4ccccc43)c(=O)[nH]c2=O)c1,103,-13,-2,100,-7,99,-5,15
Oc1ccccc1CN(CCc1ccccc1)Cc1ccccc1,107,-5,10,95,6,104,12,2
CC1CN=C(NCc2ccccc2)S1 (configuration not stated),94,-1,-9,88,13,91,5,2
COC(=O)C1=C(c2ccc(F)cc2F)C[C@@H]2CC[C@H]1N2C(=O)NCCO,97,15,nt,106,0,96,8,0
COc1ccc2c(c1)C13CCCC[C@@H]1C(C2)N(C)CC3 (some centres not stated),107,3,0,96,-2,101,-1,-4
COc1ccc(OC)c(-n2c(O)c(/C=C3\C(C)=Nc4ccccc43)c(=O)[nH]c2=O)c1,98,-4,6,100,-8,100,7,14
CCC(=NCc1cccnc1)c1c(O)n(-c2ccccc2C)c(=O)[nH]c1=O,95,2,3,104,-5,94,0,-1
COc1ccccc1CC(=O)N1CCN(CCc2ccccc2)CC1,104,-4,-14,98,-4,107,-10,0
COc1cc(/C=C/[N+](=O)[O-])ccc1O,86,-18,-2,245*,-12,88,7,1
O=C(Nc1ccc(F)cc1)N1CC2CC(C1)c1cccc(=O)n1C2 (configuration not stated),93,-1,-7,91,0,91,15,3
COCCOC(=O)c1c(N)n(Cc2ccco2)c2nc3ccccc3nc12,118,-10,-8,102,-8,103,11,82*
Clc1ccc2c(N3CCNCC3)ccnc2c1,103,13,-11,105,1,100,-1,5
Nc1ccc(C2(c3ccc(N)cc3)CCCCC2)cc1,96,-11,-8,102,-4,101,6,1
CC1=C2[C@@H]3OC(=O)[C@H](C)C3CC[C@@]2(C)C=CC1=O (some centres not stated),94,-1,-12,74,4,95,-11,-1
COc1cccc(N2C(=O)/C(=C/c3ccc(C)o3)C(=O)NC2=S)c1,90,-10,-6,124,-9,107,-8,5
CCN1CCN(Cc2nnnn2C(C)(C)C)CC1,143,-3,2,100,-7,104,-3,-1
CC1(C)C2CC=C(CN3CCC(O)CC3)C1C2 (configuration not stated),101,-6,-7,98,10,nt,5,-2
Oc1ccccc1-[n+]1c(-c2ccccc2)cc(-c2ccccc2)c(O)c1-c1ccccc1,97,-15,-2,84,4,98,-15,21
COc1cccc(NP(=O)(Oc2ccc(Cl)cc2)Oc2ccc(Cl)cc2)c1,107,5,-4,108,-10,104,11,3
CC(NCc1cccc(Cl)c1Cl)C(O)c1ccccc1 (configuration not stated),104,5,-8,92,-3,96,-11,-2
O=C(C1CCCO1)N1CCC2(CC1)OCCO2 (configuration not stated),103,-3,-8,102,-3,106,-11,1
O=C(O)CP(=O)(O)c1ccc(Cl)cc1,97,6,-3,98,5,99,7,1

# (continued)
SMILES,MEP2-GFP yeast,procasp7 counter,EBNA-1 inhibitor,LAP4-GFP MLPCN,procasp3 activ,RPL19A-GFP yeast,ZTA counter,AHR act
COc1ccccc1CN1CCCC(C(=O)c2ccccc2SC)C1 (configuration not stated),94,-6,-1,102,13,95,16,11
CN1CCc2nc3sc(C(=O)NC4CC4)c(N)c3cc2C1,112,-1,-3,100,5,106,3,55*
O=C(CNS(=O)(=O)c1cccs1)N1CCC2(CC1)OCCO2,94,6,2,97,8,103,13,3
FC(F)(F)c1ccc2c(c1)ncn2C1CCN(Cc2nnnn2C2CCCCC2)CC1,101,6,8,95,4,101,13,56*
CCCN1CCC[C@@H]2Cc3nc(N)ncc3C[C@H]21,94,-4,-8,105,3,99,6,-1
CCC(Oc1cc(Cl)ccc1Cl)C(=O)N1CCC2(CC1)OCCO2 (configuration not stated),121,10,-5,103,-2,108,5,7
CC(C)c1onc(C(=O)N2CCC3(CC2)OCCO3)c1[N+](=O)[O-],97,2,-2,97,8,96,-2,0
C[C@@H]1O[C@@H](O[C@@H]2C=C3CC[C@@H]4C(CC[C@]5(C)[C@@H](c6ccc(=O)oc6)CC[C@]45O)[C@@]3(C)CC2)[C@H](O)[C@H](O)[C@H]1O (some centres not stated),96,7,nt,109,4,99,2,-6
CCOc1ccc(N2C(=O)NC(=O)/C(=C/c3cnc(SC)nc3)C2=O)cc1,102,0,5,97,-9,96,16,1
C[C@H]1CC[C@@H]2N(C1)C[C@H]1[C@@H]3C[C@H]4[C@@H](CC(=O)[C@H]5C[C@@H](O)CC[C@@]54C)[C@@H]3CC[C@H]1[C@]2(C)O,115,3,2,95,0,104,-6,10
CCCNC(=O)c1c(N)n(CC2CCCO2)c2nc3ccccc3nc12 (configuration not stated),104,-3,-11,115,1,103,-10,26
CN1[C@@H]2CC[C@H]1CC(OC(=O)C1C=Nc3ccccc31)C2 (some centres not stated),177*,8,1,186*,2,82,-4,1
OC1(c2ccc(F)cc2)CC2CCC(C1)N2Cc1nnnn1C1CCCC1 (configuration not stated),101,-1,7,96,-6,98,-17,1
COc1cc(CN2CCN(C(=O)COc3ccccc3)CC2)cc(OC)c1OC,106,10,6,108,-3,103,-11,-3
CCC1C(c2ccccc2)NC(c2ccccc2)CC1(O)c1ccc(F)cc1 (configuration not stated),101,4,-6,108,4,97,6,0
COc1ccc(N2C(=O)/C(=C/c3ccc(C)o3)C(=O)NC2=S)c(OC)c1,100,5,0,103,-4,97,9,-1
Cc1ccc2c(c1N)C(=O)c1ccccc1C2=O,98,-3,nt,103,4,97,7,73*
O=C(Cc1ccccc1)Oc1ccc(N2C(=O)C3CCCCC3C2=O)cc1 (configuration not stated),97,4,-2,98,-3,90,-5,-2
CCN(c1ccc(C(O)(C(=O)OC)C(F)(F)F)cc1)S(=O)(=O)c1ccc(C)cc1 (configuration not stated),96,2,-7,93,2,95,2,-3
O=c1[nH]c2c(c(=O)n1C1CCCCC1)CCC2,105,2,4,103,-3,105,14,-1
C[C@]12CCC3C(CC[C@H]4C[C@@H](O)[C@H](O)C[C@]34C)C1CC[C@@H]2O (some centres not stated),102,1,nt,110,-4,100,nt,-3
O=C(c1ccccc1)c1cn(CC(=O)N2CCOCC2)c2ccccc12,106,3,9,114,6,113,16,-1
Cc1ncc(CN2CCCC(C(=O)c3sccc3C)C2)s1 (configuration not stated),85,4,-1,82,9,94,6,3
CCCCC(=O)N/N=C/c1c(O)n(-c2cccc3ccccc23)c(=O)[nH]c1=O,96,-9,-16,123,-8,98,-25,3
CCCN(CCC)C(=O)Cc1c(-c2ccc(Cl)cc2)nc2c(Cl)cc(Cl)cn12,103,13,-1,118,-1,106,23,-1
NCCc1c[nH]c2ccc(OCc3ccccc3)cc12,103,7,-1,109,-12,95,1,15
